Mtb RmlCD inh – M. tuberculosis RmlC/RmlD coupled enzyme inhibitors, primary screen, biochemical, compound mixtures, 384-well, from 1536-well plates | dTDP-4-dehydrorhamnose reductase (Mycobacterium tuberculosis (strain ATCC 25618 / H37Rv)) … | RmlC+RmlD coupled enzyme assay, percent inhibition; primary screen in compound mixtures | inhibition, % at 3.6 µM | 160,000 compounds, 0.03% hits; in the data active = inhibition mostly above about 34%, no sharp cut-off; note: some results filed as inactive read as strong as hits
Target sequence (P9WH09 whole entry, looked up): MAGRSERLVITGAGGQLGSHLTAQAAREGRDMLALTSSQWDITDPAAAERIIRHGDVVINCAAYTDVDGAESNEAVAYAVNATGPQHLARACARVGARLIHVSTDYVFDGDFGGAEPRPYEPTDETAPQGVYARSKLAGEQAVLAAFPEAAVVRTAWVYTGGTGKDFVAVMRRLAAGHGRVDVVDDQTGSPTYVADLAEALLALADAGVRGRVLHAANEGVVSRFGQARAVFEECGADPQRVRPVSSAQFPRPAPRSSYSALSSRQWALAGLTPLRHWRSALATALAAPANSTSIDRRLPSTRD
Target sequence (P9WH11 whole entry, looked up): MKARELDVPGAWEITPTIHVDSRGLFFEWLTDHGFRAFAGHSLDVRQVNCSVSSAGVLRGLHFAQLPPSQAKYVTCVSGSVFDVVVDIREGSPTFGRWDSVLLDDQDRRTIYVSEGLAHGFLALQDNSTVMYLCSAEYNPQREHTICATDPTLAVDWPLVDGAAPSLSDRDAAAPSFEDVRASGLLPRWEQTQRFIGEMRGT
GlmU inhibition – inhibition of mycobacterial GlmU enzyme – biochemical, glucosamine-1-phosphate acetyltransferase (AID 1376). Bifunctional protein GlmU (Mycobacterium tuberculosis (strain ATCC 25618 / H37Rv)). M. tuberculosis GlmU acetyltransferase enzyme assay; higher % means a stronger effect. inhibition, %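 (tested at 30 µM in the primary screen)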; hits with a dose series show IC50 in µM. 220,000 compounds, 0.25% hits; in the data active = inhibition above about 13%;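 note: 0% = complete reaction with vehicle and 100% = reaction without substrate; strong numbers were not always called active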
* = called active by the depositor; · = not tested or not shown; & = joins results of further samples. Not all compounds are listed; the hit share may differ from the screen's.

Every second line gives: Mtb RmlCD inh	GlmU inhibition
COC(=O)c1c(C)[nH]c(C)c1C(=O)c1ccccc1Cc1ccccc1
  ·	1.8%
O=C(C(Sc1ccccc1)c1ccccc1)N1CCN(c2ccccc2)CC1 (stereo unspecified)
  -9	1.3%
COCCCNC(=O)/C(C#N)=C/c1cccc(NC(=O)c2ccccc2Cl)c1
  -9	1.3%
Cc1cc2c3c(ccc(C)c3n1)N=CN2c1ccccc1
  ·	2.1%
COc1ccc2ccccc2c1C(=O)/C=C\c1ccoc1
  -2	6.1%
CCC1C(=O)N=C(SCC(=O)Nc2ccc(S(N)(=O)=O)cc2)NC1=O (stereo unspecified)
  9	1.1%
CCOC(=O)c1cc(-c2ccc(F)cc2)n(CC(=O)NCc2cccnc2)c1C
  -17	1.9%
O=C1/C(=C\c2ccccn2)SC(=S)N1c1ccc(S(=O)(=O)Nc2nccs2)cc1
  4	4.4%
Cc1ccccc1/C=N\NC(=O)c1csnn1
  15	-2.4%
Cc1ccc(C(=O)NCC(=O)OCC(=O)NC2CCS(=O)(=O)C2)cc1C (stereo unspecified)
  -41	1.9%
COc1ccc(-n2nc3c(c2NC(=O)c2ccc(Br)cc2)CS(=O)C3)cc1 (stereo unspecified)
  5	-2.5%
COc1cc(/C(C)=N/NC(=O)CSc2nc3ccccc3[nH]2)ccc1O
  -13	1.3%
COc1cc(OC)c(C2=NOC(C(=O)O)C2)cc1Cl (stereo unspecified)
  6	3.7%
O=C1C/C(=C\c2c(F)cccc2Cl)N2CCC1CC2
  8	-5.8%
O=c1c2ccccc2oc2cc(C#Cc3ccccn3)ccc12
  ·	-8.2%
COc1ccc(C(=O)Nc2ccc([N+](=O)[O-])cn2)c(OC)c1
  -3	0.1%
COc1ccc(C)cc1NC(=O)CNC(=O)Cn1ccc2ccccc2c1=O
  5	-2.0%
OC(CNCc1ccc2c(c1)OCO2)COc1ccccc1 (stereo unspecified)
  5	-1.4%
CC(CN1CCOCC1)C(=O)O (stereo unspecified)
  0	1.6%
Cc1cc(=O)oc2cc(OCC(=O)OCC(=O)Nc3ccccc3F)ccc12
  -5	3.3%

An excerpt of these results, as tab-separated lines.
SMILES	Mtb RmlCD inh	GlmU inhibition
COc1cc(OC)c(C2=NOC(C(=O)O)C2)cc1Cl (stereo unspecified)	6	3.7%
O=C1C/C(=C\c2c(F)cccc2Cl)N2CCC1CC2	8	-5.8%
O=c1c2ccccc2oc2cc(C#Cc3ccccn3)ccc12	·	-8.2%
COc1ccc(C(=O)Nc2ccc([N+](=O)[O-])cn2)c(OC)c1	-3	0.1%

Other compounds.
Every second line gives: Mtb RmlCD inh	GlmU inhibition
CCCCC(=O)N1CCCC(c2nc3c(nnn3Cc3cc(C)ccc3C)c(=O)[nH]2)C1 (stereo unspecified)
  -3	-3.6%
CCOc1ccc(NC(=O)CS(=O)(=O)c2cn(C)c3ccccc23)cc1
  -6	-1.1%
O=C(Cc1ccccc1)NC(Oc1ccccc1Cl)C(Cl)(Cl)Cl (stereo unspecified)
  -1	2.2%
CC(C)C1Oc2ccccc2N(CC(=O)N(Cc2ccccn2)C2CC2)C1=O (stereo unspecified)
  -9	6.1%
CCOC(=O)CC(=O)CSc1ccc2nnc(-c3ccc(C)cc3)n2n1
  -2	1.3%
Cc1cccc(Cn2c(N3CCN(c4ccccc4)CC3)nc3c2c(=O)n(C)c(=O)n3C)c1
  2	3.5%
CCOC(=O)C(O)(c1ccc(N(C)C(=O)COc2ccccc2)cc1)C(F)(F)F (stereo unspecified)
  ·	4.5%
CCC(=O)Oc1ccc(C(=O)Nc2cccc(C(=O)c3ccccc3)c2)cc1
  7	-3.1%
CCOC(=O)C1CCN(C(=O)c2ccc(N(C)S(=O)(=O)c3ccc(OC)cc3)cc2)CC1
  13	-2.9%
CN1CCN(C(=O)NC2CCCCC2)CC1
  ·	-1.1%
Nc1nonc1C(=O)NCCc1ccccc1
  -4	-3.6%
Clc1ccc(Cn2ncc3c(NCc4ccccc4)ncnc32)cc1
  ·	-4.1%
O=C(C1CC(c2ccccc2O)=NO1)N1CCCCC1 (stereo unspecified)
  ·	-0.9%
O=[N+]([O-])c1ccc(-c2cnc(NO)nc2)cc1
  12	6.6%
O=C(Nc1ccc(F)cc1F)N1CCCN(c2ccc(C(F)(F)F)cn2)CC1
  3	4.5%
CCCOc1ccc(N2C(=O)CC(S/C(N)=N/N=C(\C)c3cccs3)C2=O)cc1 (stereo unspecified)
  ·	3.1%
Cc1ccc(NC(=S)NC2CCN(Cc3ccccc3)CC2)c(C)c1
  3	0.3%
O=C(NNC1CC(=O)N(c2ccc3c(c2)OCCO3)C1=O)c1ccccc1 (stereo unspecified)
  -8	0.5%
CC(C)OP(=O)(c1ccc(N(C)C)cc1)C(Nc1ccccc1)c1ccccc1 (stereo unspecified)
  -7	3.0%
COc1cccc(C2N(c3ccc(Cl)c(Cl)c3)C(=O)C3CCCN32)c1OC (stereo unspecified)
  -6	-1.1%

Compounds from the list above with a Cl atom:
Every second line gives: Mtb RmlCD inh	GlmU inhibition
COCCCNC(=O)/C(C#N)=C/c1cccc(NC(=O)c2ccccc2Cl)c1
  -9	1.3%
COc1cc(OC)c(C2=NOC(C(=O)O)C2)cc1Cl (stereo unspecified)
  6	3.7%
O=C1C/C(=C\c2c(F)cccc2Cl)N2CCC1CC2
  8	-5.8%
O=C(Cc1ccccc1)NC(Oc1ccccc1Cl)C(Cl)(Cl)Cl (stereo unspecified)
  -1	2.2%
Clc1ccc(Cn2ncc3c(NCc4ccccc4)ncnc32)cc1
  ·	-4.1%
COc1cccc(C2N(c3ccc(Cl)c(Cl)c3)C(=O)C3CCCN32)c1OC (stereo unspecified)
  -6	-1.1%

Continuation.
Every second line gives: Mtb RmlCD inh	GlmU inhibition
CCS(=O)(=O)n1nc(-c2ccc(OC)cc2)nc1N
  2	6.3%
CCOc1cc(/C=C2\SC(=Nc3ccc(F)cc3)N(c3ccc(F)cc3)C2=O)ccc1OCC(=O)O
  -9	4.4%
O=C(NCCCN1CCOCC1)c1cc2cc(Br)ccc2oc1=O
  ·	-0.2%
O=C(/C=C/C=C/c1ccccc1)c1ccco1
  -11	2.5%
Cc1ccccc1CN(c1ccc(C(=O)N2CCCC2)cc1)S(C)(=O)=O
  -2	0.2%
Cc1ccc(/C=C/C(=O)Nc2ccc(O)c3c(=O)cc(-c4ccccc4Cl)oc23)cc1
  -3	4.6%
CCn1c(SCC(=O)N2CCCc3ccccc32)nc2ccccc2c1=O
  4	1.2%
COc1ccc(Cn2c(O)c(/C=N/NC(=O)c3ccncc3)c(=O)[nH]c2=O)cc1
  ·	5.6%
COc1ccc(C2CC(=O)N3CN(c4ccccc4F)CSC3=C2C#N)cc1OC (stereo unspecified)
  5	3.0%
CC(=O)Nc1cccc(-c2nc3ccc(NC(C)=O)cc3[nH]2)c1
  -9	2.3%
CCOC(=O)c1nnn(-c2nonc2N)c1-c1ccc(OCC)cc1
  ·	-4.3%
Cc1cc(C(=O)N/N=C/c2ccc(Cl)c([N+](=O)[O-])c2)c(C)n1-c1ccc(F)cc1
  9	1.6%
COc1ccccc1CCNC(=O)CSc1ccc(-c2ccco2)nn1
  5	1.4%
CSc1n[nH]c(NCc2ccc(Cl)cc2)n1
  ·	2.2%
COc1cc(C=O)ccc1OCCOCCOc1cc(C)ccc1Cl
  -1	7.1%
Cc1ccccc1-n1c(O)c(/C=C/C=Nc2ccccc2)c(=O)[nH]c1=O
  -14	3.3%
O=[N+]([O-])c1ccc2c(c1)c(-c1ccccc1)nc1nncn12
  -1	-5.5%
Cn1c(=O)c2[nH]c(CNc3ccc(C(=O)O)cc3)nc2n(C)c1=O
  14	·
COc1cc(OC)cc(C(=O)NCC(=O)OCC(=O)N2CC(C)CC(C)C2)c1 (stereo unspecified)
  8	7.6%
O=C(CN1CCN(Cc2cccc(Cl)c2)C1=O)N1CCC2(CC1)OCCO2
  -9	2.0%&-1.8%
c1nnn(C23CC4CC(CC(C4)C2)C3)n1
  15	4.9%
O=C(c1ccc(CN2CCOCC2)cc1)N1CCN(c2ccccc2F)CC1
  21	4.6%
CC(C)(C)C(=O)NC(=S)N1CCCC1
  -10	2.9%
CN1CCCC1C(O)(c1ccccc1)c1ccccc1 (stereo unspecified)
  ·	-2.1%
CC(C)(C)c1ccc(CSc2nnc(-c3ccccc3NC(=O)c3ccccc3)o2)cc1
  1	3.5%
Cc1noc(N)c1C1(O)C(=O)N(C(C)C)c2ccccc21 (stereo unspecified)
  -9	-3.1%
COC(=O)c1ccccc1NC(=O)C1CCN(S(C)(=O)=O)CC1
  9	-3.1%
CCOc1ccc(C(C)=O)cc1CN1C(=O)NC2(CCCCCCC2)C1=O
  5	-0.2%
Cc1ccc(S(=O)(=O)N(C)C)cc1NC(=O)c1sccc1Cl
  ·	1.1%
COc1ccccc1CNC(=O)CN1C(=O)C(C)N(c2ccc(C)cc2)C1=O (stereo unspecified)
  1	0.2%
Cc1ccc(C(O)P(=O)(OCc2ccccc2)c2ccc(N(C)C)cc2)cc1 (stereo unspecified)
  ·	5.7%
CCCC[C@@H]1CNC(=S)N1CCC12CC3CC(CC(C3)C1)C2
  ·	-4.3%
COC(C)(C)[C@]12CC(O)(c3ccccc3)ON1[C@H]1CCCCC1N2O (stereo partly specified)
  ·	1.1%
COCCNC(=O)C1CCCN(c2ncccn2)C1 (stereo unspecified)
  ·	5.3%
CCn1c(C)cc(/C=C2/NC(=O)N(CC(=O)Nc3cccc(C)c3)C2=O)c1C
  26	0.7%
Cc1cc2cc(C(c3nnnn3C(C)(C)C)N(Cc3ccco3)CC3CCCO3)c(=O)[nH]c2cc1C (stereo unspecified)
  -12	-7.1%
CCC(C)Sc1nc2c(cnn2-c2ccccc2)c(=O)[nH]1 (stereo unspecified)
  -9	7.3%
O=C(COC(=O)c1ccccn1)Nc1ccccc1Cl
  6	-1.4%
C=C1C(C(=O)Nc2ccc(OC)cc2)C1C(=O)Nc1ccc(OC)cc1 (stereo unspecified)
  10	·
FC(F)(F)C1=NC(C(F)(F)F)=NP(N2CCOCC2)(N2CCOCC2)=N1
  ·	0.6%
CC/C(=N/Nc1ccccc1C)c1cnnc(SC)n1
  -6	-4.2%
CCOC(=O)N1CCN(C(=O)CN(c2ccc(Cl)c(C(F)(F)F)c2)S(C)(=O)=O)CC1
  3	-5.0%
CC1CCN(C(=O)C2CCC(C)(C(=O)O)C2(C)C)CC1 (stereo unspecified)
  3	-2.1%
O=C(COc1ccccc1)NC(NC(=S)Nc1ccccc1O)C(Cl)(Cl)Cl (stereo unspecified)
  -1	2.7%
Cc1ccc(NC(=S)Nc2ncccc2C)c(C)c1
  -1	2.6%
CCOC(=O)c1cc(C#N)c(N2CCNCC2)nc1C(F)(F)F
  5	-1.6%
O=C(COc1ccc(Cl)c(Cl)c1)NN1C(=O)C2C(C1=O)C1C=CC2C12CC2 (stereo unspecified)
  ·	2.6%
CC(C)Cn1c(=O)n(C)c(=O)c2[nH]cnc21
  ·	-3.2%
Cc1nnc2n(C3CCCCC3)c(=O)c3c4c(sc3n12)COC(C)(C)C4
  ·	-1.7%
COc1ccc(-c2nsc3c(N4CCCC4)ncnc23)cc1
  -1	-0.1%
CC(=O)C1=C(O)C(=O)N(c2ccc(C)cc2)C1c1ccccn1 (stereo unspecified)
  9	-4.5%
CC(C)(C)C(=O)NC(=S)NNC(=O)c1sc2ccccc2c1Cl
  ·	6.9%
O=C(OCc1ccccc1)c1cn(-c2ccccc2)nc1-c1ccncc1
  -6	-2.4%
NC(=O)c1ccc(C(=O)Nc2ccc([As](=O)(O)O)cc2)cc1
  -8	0.3%
Cc1ccc(NC(=O)COC(=O)[C@@H]2CCCN2C(=O)c2cccs2)cc1S(=O)(=O)N(C)C
  4	-2.8%
CCCc1nnc(SCCSc2nnc(CCC)n2N)n1N
  -3	2.3%
Cc1cc(C)cc(Oc2ccccc2/C=C\C(=O)O)c1
  ·	1.8%
CCCc1cc(=O)[nH]c(SCC(=O)N2CCN(S(=O)(=O)c3ccc4ccccc4c3)CC2)n1
  -9	0.1%
Clc1ccc(/C=N/Nc2nnc(-c3ncc[nH]3)c3ccccc23)cc1
  16	5.7%
O=C1CN=CN=CN1c1ccc(Cl)cc1Cl
  77	-2.9%

Continuation.
Every second line gives: Mtb RmlCD inh	GlmU inhibition
COc1ccc(CN2CCNC(=O)C2CC(=O)NCCc2nc(C)c(C)s2)c(OC)c1 (stereo unspecified)
  ·	1.6%
Cc1ccc(SCc2c(-c3ccccc3)nn(C)c2Cl)cc1
  ·	-0.1%
CN(Cc1nc(CC2CC2)no1)CC12CC3CC(CC(C3)C1)C2
  ·	1.2%
COc1ccccc1Nc1nc2nonc2nc1N1CCC(C)CC1
  8	-0.5%
Cc1ccc(C(=O)Nc2nc(-c3ccccn3)cs2)o1
  6	·
COc1ccccc1NS(=O)(=O)c1cc(NC(=O)CC(C)(C)C)ccc1N1CCOCC1
  -12	-3.6%

Bioassay records from PubChem BioAssay.
